CHO-K1 Ca PAM: M1 PAM counterscreen hit in parental CHO-K1 cells; activation, % at 3 µM; 0.02% of 360,000 active; ATP EC20, Fluo-8 calcium fluorescence; 0% at ATP EC20, 100% at ATP max;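 active means activation above the run cutoff, the mean activation of all test compounds plus 3 SD, cut at about 40% in these data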;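 further: peak over basal fluorescence ratio in a 140 s read after ATP addition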
CHO parental Ca: counter-screen: ATP calcium response change in parental CHO cells; parental CHO-K1, ATP-induced calcium, Fluo-8 fluorescence; inhibition, % at 5.6 µM; 0.63% of 330,000 active;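 active means inhibition above that plate's mean sample inhibition plus 3 SD, cut at about 26% in these data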;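 further: 0% = ATP-challenged DMSO wells and 100% = DMSO wells without ATP; some compounds past the cut are filed as inactive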
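Test system: untransfected parental CHO cell line; also added: ATP stimulus; dosing: 5.6 µM, single dose; signal: calcium-sensitive Fluo-8 fluorescence; measure: percent inhibition of ATP-evoked calcium rise, normalized to controls; benchmarks: low control ATP plus DMSO, high control DMSO only; replication: one well per compound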
TAAR1 antagonist: antagonists of human TAAR1 | inhibition, % at 3 µM | CHO RD-HGA16 TAAR1, Fluo-8 calcium fluorescence, antagonist | 1.5% of 360,000 active;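 active means inhibition above a per-plate cutoff, the mean inhibition of test compounds on that plate plus 3 SD, cut at about 49% in these data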;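 further: 0% = DMSO plus EC80 beta-PEA response and 100% = DMSO alone without agonist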
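Assay system: CHO-derived RD-HGA16 cells stably expressing human TAAR1 plus Gα16. Timing: 140 s kinetic read after compound, 140 s after agonist. Technique: kinetic Fluo-8 calcium fluorescence measurement. Measure: % inhibition of agonist calcium response.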
OXTR potentiate: potentiators of human oxytocin receptor. P30559. CHO-OTR cells, Fluo-8 calcium fluorescence, potentiator mode; 0% = oxytocin EC15, 100% = EC100. activation, % at 3 µM. 0.061% of 320,000 active. AID 2445;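 active means activation above that plate's cutoff, the mean activation of tested compounds plus 3 SD, cut at about 6.6% in these data, passing the limit was not always enough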;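 further: 100% uses oxytocin at 75 nM as the full agonist control; some results filed as inactive read as strong as hits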
Target sequence (P30559 whole entry, looked up): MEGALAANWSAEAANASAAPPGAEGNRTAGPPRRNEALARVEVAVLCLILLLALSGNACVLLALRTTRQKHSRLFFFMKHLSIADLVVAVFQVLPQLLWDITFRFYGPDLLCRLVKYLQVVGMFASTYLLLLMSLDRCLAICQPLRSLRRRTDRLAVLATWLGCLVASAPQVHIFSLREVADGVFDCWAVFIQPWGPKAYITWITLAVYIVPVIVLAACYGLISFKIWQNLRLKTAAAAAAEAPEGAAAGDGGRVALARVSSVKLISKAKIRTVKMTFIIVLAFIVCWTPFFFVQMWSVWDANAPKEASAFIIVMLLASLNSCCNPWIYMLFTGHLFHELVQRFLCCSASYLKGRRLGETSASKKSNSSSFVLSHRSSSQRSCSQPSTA
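Dosing: Single dose, 3.0 µM nominal final compound concentration | Material: Human OTR in CHO cells | Technique: Kinetic Fluo-8 calcium fluorescence | Benchmarks: EC15 oxytocin alone as 0%, 75 nM oxytocin as 100% | Probe or stimulus: Oxytocin at about EC15, sub-maximal agonist stimulus | Incubation: Compound 6 min at room temperature before oxytocin, 100 s read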
CHO-K1 Ca antag: counter-screen for M1 antagonists: effect in parental CHO-K1 cells | ATP-induced calcium, Fluo-8 fluorescence | inhibition, % at 3 µM | 0.6% of 360,000 active;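 active means inhibition above a per-plate cutoff, the plate's mean sample inhibition plus 3 SD, cut at about 24% in these data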;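 further: 0% = DMSO plus EC80 ATP and 100% = DMSO alone without ATP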
CHO-K1 Ca ag: nonselective activator or artifact in parental CHO-K1 cells | Fluo-8 calcium fluorescence; scaled to maximal ATP response, vehicle zero | activation, % at 3 µM | AID 602248 | 0.48% of 360,000 active; in the data active means activation above about 15%;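 further: untransfected CHO-K1 host cells lacking M1 receptor as counterscreen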
V1R ag counter: activates human V1a receptor in oxytocin agonist counter-screen. AID 2797. 0.25% of 320,000 active. activation, % at 3 µM. CHO-V1R cells, Fluo-8 calcium fluorescence, agonist mode; 0% DMSO, 100% 3 nM vasopressin;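 active means activation above the mean activation of all tested compounds plus 3 SD, per screening run, cut at about 20% in these data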;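 further: signal is peak over basal fluorescence ratio across a 100 second FLIPR read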
Target sequence (P37288 whole entry, looked up): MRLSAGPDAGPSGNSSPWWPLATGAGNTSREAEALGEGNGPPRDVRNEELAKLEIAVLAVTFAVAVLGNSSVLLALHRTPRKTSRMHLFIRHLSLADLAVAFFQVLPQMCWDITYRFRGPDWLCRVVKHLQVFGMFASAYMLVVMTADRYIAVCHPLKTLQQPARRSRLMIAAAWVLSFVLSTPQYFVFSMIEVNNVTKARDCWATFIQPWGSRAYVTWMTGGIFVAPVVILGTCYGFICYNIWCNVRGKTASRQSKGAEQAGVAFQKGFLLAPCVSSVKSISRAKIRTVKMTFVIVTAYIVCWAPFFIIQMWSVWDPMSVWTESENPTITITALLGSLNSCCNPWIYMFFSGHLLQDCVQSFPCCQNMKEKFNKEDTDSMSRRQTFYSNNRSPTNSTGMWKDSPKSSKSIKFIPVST
GPR7 antag: human neuropeptides B/W receptor 1 antagonism | P48145 | GPR7-expressing cells, fluorescence antagonist assay | inhibition, % at 4.4 µM | 1.1% of 290,000 active | AID 1861; in the data active means inhibition above about 16%, passing the limit was not always enough;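 further: cells stimulated with the agonist NPW; 0% = agonist with vehicle and 100% = vehicle without agonist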
OXTR ag: activates the human oxytocin receptor; AID 2435; CHO-OTR cells, Fluo-8 calcium fluorescence; normalized: DMSO 0%, oxytocin 100%; 0.32% of 320,000 active; P30559; activation, % at 3 µM;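 active means activation above the mean of all tested compounds plus 3 SD, cutoff set per screening run, cut at about 20% in these data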;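 further: peak over basal fluorescence ratio from a 100 s FLIPR kinetic read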
Starred values were filed as active, the others as inactive. No enrichment for hits; any-hit rate near 3.5%.

Screening O=C(C1CCC(=O)N(C2CCCC2)C1)N1CCC(Oc2cccc(F)c2)CC1 (stereo unspecified) returned CHO-K1 Ca PAM -14.6, CHO parental Ca -12.6, TAAR1 antagonist -26.3, OXTR potentiate -5.7, CHO-K1 Ca antag 1.6, CHO-K1 Ca ag 1.3, V1R ag counter 1.0, GPR7 antag 1.1 and OXTR ag 0.1.
For COc1cc(CN/C(C)=C(\C#N)C(N)=O)cc(OC)c1OC the results were CHO-K1 Ca PAM -14.1, CHO parental Ca -2.9, TAAR1 antagonist 46.7, OXTR potentiate -9.1, CHO-K1 Ca antag -2.6, CHO-K1 Ca ag 5.1, V1R ag counter 2.0, GPR7 antag -6.2 and OXTR ag 1.8.
Screening Cc1nc(N)nc(OCC(F)(F)C(F)F)c1Br returned CHO-K1 Ca PAM 16.3, CHO parental Ca -5.7, TAAR1 antagonist -8.7, OXTR potentiate -10.8, CHO-K1 Ca antag -15.1, CHO-K1 Ca ag 0.3, V1R ag counter -0.2, GPR7 antag -6.2 and OXTR ag -1.4.
COc1ccc2[nH]c3c(C)c4cc[n+](C)cc4c(C)c3c2c1 was read as CHO-K1 Ca PAM 19.8, TAAR1 antagonist -15.9, CHO-K1 Ca antag -15.8 and CHO-K1 Ca ag 0.0.
COc1ccc(/C=C2\SC(=O)N(CCC(=O)Nc3ccccc3)C2=O)cc1OC was read as CHO-K1 Ca PAM 20.5, CHO parental Ca -3.6, TAAR1 antagonist 4.0, OXTR potentiate 1.6, CHO-K1 Ca antag -10.9, CHO-K1 Ca ag 0.6, V1R ag counter 0.6, GPR7 antag -5.7 and OXTR ag -1.6.
`O=C(NC(=S)N1CCCc2ccccc21)c1ccc([N+](=O)[O-])cc1` gave CHO-K1 Ca PAM -4.0, CHO parental Ca -23.9, TAAR1 antagonist -17.0, OXTR potentiate 0.4, CHO-K1 Ca antag 5.5, CHO-K1 Ca ag 0.1, V1R ag counter 0.8, GPR7 antag 8.0 and OXTR ag -1.0.
`Cc1ccc(OCCC(=O)OCC(=O)c2c(N)n(CC(C)C)c(=O)n(C)c2=O)cc1` gave CHO-K1 Ca PAM -1.0, CHO parental Ca -17.2, TAAR1 antagonist 25.7, OXTR potentiate -13.3, CHO-K1 Ca antag 0.7, CHO-K1 Ca ag 12.2, V1R ag counter 10.7 and OXTR ag 12.5.
COc1ccc2c(Cl)c(C(=O)NN)sc2c1 was read as CHO-K1 Ca PAM 5.3, CHO parental Ca -16.4, TAAR1 antagonist -11.6, OXTR potentiate -4.6, CHO-K1 Ca antag -6.7, CHO-K1 Ca ag 0.0, V1R ag counter 0.9, GPR7 antag 5.2 and OXTR ag 1.2.
CCc1nc2ccc(C(=O)Nc3cccc(NS(C)(=O)=O)c3)cn2c1N(C)C(=O)c1cccc(OC)c1 was read as CHO-K1 Ca PAM 18.3, TAAR1 antagonist 11.7, CHO-K1 Ca antag 0.4 and CHO-K1 Ca ag 1.2.
Screening COc1ccccc1Oc1ccc(N/C=C/C(=O)c2ccco2)cc1 returned CHO-K1 Ca PAM 14.7, CHO parental Ca -22.9, TAAR1 antagonist 35.5, OXTR potentiate -15.7, CHO-K1 Ca antag -9.2, CHO-K1 Ca ag 3.2, V1R ag counter -0.5, GPR7 antag -13.8 and OXTR ag -1.1.
Screening O=C(CN1C(=O)COc2ccccc21)Nc1ccc(F)cc1 returned CHO-K1 Ca PAM 11.2, CHO parental Ca -6.8, TAAR1 antagonist 15.4, OXTR potentiate -0.8, CHO-K1 Ca antag 5.4, CHO-K1 Ca ag 1.4, V1R ag counter 0.8, GPR7 antag -6.0 and OXTR ag 0.8.
For COc1ccc(C2/C(=C(/O)c3ccccc3)C(=O)C(=O)N2c2ccccn2)c(OC)c1 (stereo unspecified) the results were CHO-K1 Ca PAM 20.3, CHO parental Ca -13.6, TAAR1 antagonist 5.1, OXTR potentiate -3.4, CHO-K1 Ca antag -8.1, CHO-K1 Ca ag 0.4, V1R ag counter 0.2, GPR7 antag -3.0 and OXTR ag 0.7.

2 entries drawn at random from those above:
Screening COc1ccccc1Oc1ccc(N/C=C/C(=O)c2ccco2)cc1 returned CHO-K1 Ca PAM 14.7, CHO parental Ca -22.9, TAAR1 antagonist 35.5, OXTR potentiate -15.7, CHO-K1 Ca antag -9.2, CHO-K1 Ca ag 3.2, V1R ag counter -0.5, GPR7 antag -13.8 and OXTR ag -1.1.
CCc1nc2ccc(C(=O)Nc3cccc(NS(C)(=O)=O)c3)cn2c1N(C)C(=O)c1cccc(OC)c1 was read as CHO-K1 Ca PAM 18.3, TAAR1 antagonist 11.7, CHO-K1 Ca antag 0.4 and CHO-K1 Ca ag 1.2.

Continuation:
Screening CC(C)(C)NC(=O)c1ccc2nccnc2c1 returned CHO-K1 Ca PAM 16.7, CHO parental Ca 6.1, TAAR1 antagonist -2.2, OXTR potentiate -0.1, CHO-K1 Ca antag 1.5, CHO-K1 Ca ag 0.4, V1R ag counter -0.3, GPR7 antag -11.4 and OXTR ag -0.1.
Screening COc1ccccc1C(=O)NCCC(=O)NCCC12CC3CC(CC(C3)C1)C2 returned CHO-K1 Ca PAM -5.5, CHO parental Ca -19.6, TAAR1 antagonist -24.6, OXTR potentiate -6.9, CHO-K1 Ca antag -7.5, CHO-K1 Ca ag 0.8, V1R ag counter 2.7, GPR7 antag -11.7 and OXTR ag -1.2.
Screening CN(C)CCCOC(=O)N1c2ccccc2C=Cc2ccccc21 returned CHO-K1 Ca PAM 19.4, CHO parental Ca -8.4, TAAR1 antagonist -2.4, OXTR potentiate -12.6, CHO-K1 Ca antag -13.7, CHO-K1 Ca ag 3.5, V1R ag counter -0.3, GPR7 antag -7.2 and OXTR ag 0.7.
For COc1ccc2c(CC(=O)N3CCc4ccccc43)coc2c1 the results were CHO-K1 Ca PAM 4.2, CHO parental Ca -19.8, TAAR1 antagonist 9.9, OXTR potentiate -10.7, CHO-K1 Ca antag -8.4, CHO-K1 Ca ag -0.1, V1R ag counter -0.6, GPR7 antag 6.9 and OXTR ag -1.4.
`Cc1cc2oc(=O)cc(CN3CCOCC3)c2cc1C` gave CHO-K1 Ca PAM 22.5, CHO parental Ca -8.5, TAAR1 antagonist 4.1, OXTR potentiate -3.4, CHO-K1 Ca antag -8.4, CHO-K1 Ca ag 0.7, V1R ag counter 0.1, GPR7 antag -2.7 and OXTR ag 0.5.
Screening CN(C)CC(=O)Nc1ccc2cn[nH]c2c1 returned CHO-K1 Ca PAM 15.5, CHO parental Ca -5.5, TAAR1 antagonist 0.8, OXTR potentiate -11.2, CHO-K1 Ca antag -13.4, CHO-K1 Ca ag 4.0, V1R ag counter -0.3, GPR7 antag -13.3 and OXTR ag -0.2.
For CCOC(=O)C1(C)CCCN1C(=O)c1cccs1 (stereo unspecified) the results were CHO-K1 Ca PAM 8.1, TAAR1 antagonist -5.0, CHO-K1 Ca antag 2.6 and CHO-K1 Ca ag -0.1.
For O=C(NCc1ccco1)c1ccc(=O)oc1 the results were CHO-K1 Ca PAM 7.6, CHO parental Ca 2.6, TAAR1 antagonist -2.5, OXTR potentiate -2.9, CHO-K1 Ca antag -2.0, CHO-K1 Ca ag -0.1, V1R ag counter 0.9, GPR7 antag -13.3 and OXTR ag 0.8.
Cn1c(SCC(=O)NC2CCCC2)nnc1C(F)(F)F was read as CHO-K1 Ca PAM 7.5, CHO parental Ca 7.4, TAAR1 antagonist -8.2, OXTR potentiate 0.1, CHO-K1 Ca antag -14.7, CHO-K1 Ca ag 0.1, V1R ag counter 1.1 and OXTR ag 0.1.
O=C1NCCN1c1ccccc1 was read as CHO-K1 Ca PAM 7.0, TAAR1 antagonist 0.3, CHO-K1 Ca antag -1.6 and CHO-K1 Ca ag 2.7.
`COc1cccc(NC(=O)N2C3CCCC2CC(NC(=O)C2CC2)C3)c1` (stereo unspecified) gave CHO-K1 Ca PAM -7.0, CHO parental Ca -6.9, TAAR1 antagonist -14.6, OXTR potentiate 7.3, CHO-K1 Ca antag -2.6, CHO-K1 Ca ag 0.0, V1R ag counter 2.0, GPR7 antag -8.6 and OXTR ag -0.6.
Screening Cc1ccc(OCC(=O)Nc2nnc(-c3ccco3)s2)cc1 returned CHO-K1 Ca PAM 18.1, CHO parental Ca 7.5, TAAR1 antagonist -20.4, OXTR potentiate -5.9, CHO-K1 Ca antag -18.2, CHO-K1 Ca ag 1.0, V1R ag counter 0.7, GPR7 antag -13.0 and OXTR ag 1.6.
`C[C@@H]1CN([C@H](C)CO)C(=O)CCCn2nncc2CO[C@@H]1CN(C)C(=O)Nc1ccc2c(c1)OCO2` gave CHO-K1 Ca PAM 13.7, TAAR1 antagonist -11.4, CHO-K1 Ca antag 5.3 and CHO-K1 Ca ag 0.0.
COc1ccc(NS(=O)(=O)c2ccc(-c3coc(C)n3)cc2)cc1OC was read as CHO-K1 Ca PAM -29.1, CHO parental Ca 50.3*, TAAR1 antagonist 13.1, OXTR potentiate -11.3, CHO-K1 Ca antag 49.8*, CHO-K1 Ca ag 19.7*, V1R ag counter 7.3, GPR7 antag 18.3 and OXTR ag 8.7.
CCOc1ccccc1CN1CCC(N2CCOCC2)CC1 was read as CHO-K1 Ca PAM -4.5, CHO parental Ca -2.5, TAAR1 antagonist -18.3, OXTR potentiate -12.3, CHO-K1 Ca antag -3.6, CHO-K1 Ca ag -0.2, V1R ag counter 0.9, GPR7 antag -9.5 and OXTR ag -0.2.
Screening CCC(=O)Nc1ccc(N2CCN(C(=O)c3ccco3)CC2)c(Cl)c1 returned CHO-K1 Ca PAM -4.0, TAAR1 antagonist 12.0, CHO-K1 Ca antag -4.2, CHO-K1 Ca ag 0.8 and GPR7 antag 0.3.
Screening COc1nc(Nc2ccc(C(C)=O)cc2)nc(OC)n1 returned CHO-K1 Ca PAM 13.8, CHO parental Ca -13.6, TAAR1 antagonist -10.7, OXTR potentiate -1.1, CHO-K1 Ca antag -4.1, CHO-K1 Ca ag 0.3, V1R ag counter -1.3, GPR7 antag -11.1 and OXTR ag -2.1.
`O=C(NCC1CCCO1)C1CCCN(S(=O)(=O)c2ccc(Br)cc2)C1` (stereo unspecified) gave CHO-K1 Ca PAM 3.2, CHO parental Ca -10.7, TAAR1 antagonist -12.7, OXTR potentiate -6.4, CHO-K1 Ca antag -3.8, CHO-K1 Ca ag 1.1, V1R ag counter 2.8, GPR7 antag -12.1 and OXTR ag -0.7.
C=CCn1c(SCC(=O)NC(=O)c2cccc([N+](=O)[O-])c2)nnc1-c1ccccc1F was read as CHO-K1 Ca PAM 14.5, CHO parental Ca -12.4, TAAR1 antagonist -42.3, OXTR potentiate -2.0, CHO-K1 Ca antag -9.9, CHO-K1 Ca ag 0.3, V1R ag counter -0.4, GPR7 antag -3.5 and OXTR ag -2.6.
Screening N#CC1=C(N)Nc2ncnn2C1c1ccc([N+](=O)[O-])cc1 (stereo unspecified) returned CHO-K1 Ca PAM 14.2, CHO parental Ca 5.0, TAAR1 antagonist -1.5, OXTR potentiate -5.5, CHO-K1 Ca antag -9.6, CHO-K1 Ca ag 1.1, V1R ag counter -0.1, GPR7 antag -9.2 and OXTR ag 0.6.

Screening data as filed in PubChem.
